Bioassay records deposited in PubChem BioAssay by National Center for Advancing Translational Sciences (NCATS).
Apoferritin bind: candidate novel general anesthetic via apoferritin binding. 350,000 compounds, 0.074% hits. AID 485281. Potency, µM (titrated, usually from 77.5 µM), for inactives: at the top dose activity change, negative = displacement, usual class: inhibitors. apoferritin/1-aminoanthracene competitive binding, fluorescence. P02791; further: on the % scale 0 is the no-effect control and ±100 the full control effect; nearly all actives have a fitted effect of over 20% in size
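In PBS, apoferritin at 10 uM is loaded with 1-AMA from a 50% saturated solution. After 10 min of compound exposure at ambient temperature, reduced 535 nm fluorescence indicates probe displacement.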
BAZ2B inh: blocks human BAZ2B. Potency, µM (highest dose often 114 µM), for the others: top-dose activity change, negative = inhibition, hits mostly inhibitors. AlphaScreen BAZ2B-H3K14Ac peptide displacement. Q9UIF8. 360,000 compounds, 4.4% hits; further: on the % scale 0 is the no-effect control and ±100 the full control effect; nearly all actives have a fitted effect of over 60% in size
Target sequence (Q9UIF8 whole entry, looked up): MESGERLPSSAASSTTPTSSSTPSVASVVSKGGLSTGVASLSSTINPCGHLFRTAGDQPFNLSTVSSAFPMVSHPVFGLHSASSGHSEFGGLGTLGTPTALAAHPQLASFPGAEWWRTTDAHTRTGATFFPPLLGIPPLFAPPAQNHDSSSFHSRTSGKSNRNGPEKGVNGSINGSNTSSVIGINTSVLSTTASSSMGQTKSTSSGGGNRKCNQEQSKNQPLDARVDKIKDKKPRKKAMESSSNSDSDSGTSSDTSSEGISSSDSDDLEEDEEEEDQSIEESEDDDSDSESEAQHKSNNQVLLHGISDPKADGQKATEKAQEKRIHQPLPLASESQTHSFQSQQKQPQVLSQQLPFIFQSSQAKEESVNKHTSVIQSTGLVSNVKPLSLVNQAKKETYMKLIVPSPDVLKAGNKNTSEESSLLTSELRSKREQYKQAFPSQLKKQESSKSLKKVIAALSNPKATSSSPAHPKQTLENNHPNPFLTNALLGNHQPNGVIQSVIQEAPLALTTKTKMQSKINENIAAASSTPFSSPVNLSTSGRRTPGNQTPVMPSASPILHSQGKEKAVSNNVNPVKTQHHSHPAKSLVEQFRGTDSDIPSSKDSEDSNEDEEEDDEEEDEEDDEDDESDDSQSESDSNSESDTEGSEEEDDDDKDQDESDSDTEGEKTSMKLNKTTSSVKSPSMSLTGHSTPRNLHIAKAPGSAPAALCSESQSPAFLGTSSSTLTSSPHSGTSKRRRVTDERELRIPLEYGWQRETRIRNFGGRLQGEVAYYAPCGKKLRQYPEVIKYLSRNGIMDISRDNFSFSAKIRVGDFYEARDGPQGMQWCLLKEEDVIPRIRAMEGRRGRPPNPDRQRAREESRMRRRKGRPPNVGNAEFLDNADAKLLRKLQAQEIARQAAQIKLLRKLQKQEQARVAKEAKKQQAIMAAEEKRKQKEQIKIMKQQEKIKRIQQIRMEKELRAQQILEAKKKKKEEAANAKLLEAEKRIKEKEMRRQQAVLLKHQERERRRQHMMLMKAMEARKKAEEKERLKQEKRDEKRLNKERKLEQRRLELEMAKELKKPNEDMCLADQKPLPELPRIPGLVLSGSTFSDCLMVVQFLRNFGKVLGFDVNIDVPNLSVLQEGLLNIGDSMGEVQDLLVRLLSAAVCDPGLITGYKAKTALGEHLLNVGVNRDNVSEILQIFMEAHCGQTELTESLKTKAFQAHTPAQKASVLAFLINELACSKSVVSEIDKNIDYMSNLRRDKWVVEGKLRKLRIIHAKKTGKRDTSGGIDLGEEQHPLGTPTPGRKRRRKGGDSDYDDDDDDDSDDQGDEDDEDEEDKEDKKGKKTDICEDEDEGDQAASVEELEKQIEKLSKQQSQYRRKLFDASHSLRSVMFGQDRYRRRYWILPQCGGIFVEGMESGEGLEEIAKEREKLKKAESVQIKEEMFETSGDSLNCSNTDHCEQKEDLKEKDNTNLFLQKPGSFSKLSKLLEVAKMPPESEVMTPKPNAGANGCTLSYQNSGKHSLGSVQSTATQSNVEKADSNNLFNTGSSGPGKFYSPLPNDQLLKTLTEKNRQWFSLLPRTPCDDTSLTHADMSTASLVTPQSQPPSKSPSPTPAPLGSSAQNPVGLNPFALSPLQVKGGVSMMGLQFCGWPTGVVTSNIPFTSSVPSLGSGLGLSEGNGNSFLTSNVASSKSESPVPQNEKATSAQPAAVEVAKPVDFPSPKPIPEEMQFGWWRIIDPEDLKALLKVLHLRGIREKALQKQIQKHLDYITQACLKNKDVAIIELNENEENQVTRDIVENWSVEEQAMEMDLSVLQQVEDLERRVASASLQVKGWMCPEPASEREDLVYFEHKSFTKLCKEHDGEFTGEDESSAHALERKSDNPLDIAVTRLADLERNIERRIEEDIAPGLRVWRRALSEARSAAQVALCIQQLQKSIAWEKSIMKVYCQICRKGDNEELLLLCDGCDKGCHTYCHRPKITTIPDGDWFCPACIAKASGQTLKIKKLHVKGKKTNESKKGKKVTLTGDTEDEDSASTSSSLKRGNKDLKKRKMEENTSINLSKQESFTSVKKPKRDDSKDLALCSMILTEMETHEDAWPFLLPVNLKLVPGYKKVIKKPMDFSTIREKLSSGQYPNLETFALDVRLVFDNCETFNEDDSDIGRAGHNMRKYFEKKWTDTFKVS
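BAZ2B (50 nM) with biotin-H3(5-23)K14Ac peptide (50 nM) in PBS pH 7.4, 0.01% Tween-20, preformed 30 min, then compound 30 min at room temperature; top concentration 110uM. AlphaScreen streptavidin donor/nickel chelate acceptor beads (10 ug/mL final), 20 min dark, signal read.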
G9a block: G9a (human) methyltransferase inhibition | G9a H3K9 monomethylation, AlphaScreen, 2 h | Potency, µM (highest dose often 102 µM), for the others: at the highest dose activity, negative = inhibition, hits mostly inhibitors | Q96KQ7 | 350,000 compounds, 8.8% hits; further: on the % scale 0 is the no-effect control and ±100 the full control effect; nearly all actives have a fitted effect of over 75% in size
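Signal arises when biotinylated H3K9 peptide, once monomethylated, bridges streptavidin donor and antibody-captured acceptor beads. Enzyme at 20 nM was preincubated 15 min with test compounds; peptide 500 nM and SAM 20 uM then reacted for 2 h.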
BLM inh: blocks DNA unwinding by human BLM helicase. Potency, µM (top dose mostly 56.1 µM), for inactives: at the highest dose activity change, negative = inhibition, most hits filed as inhibitors. P54132. recombinant BLM DNA unwinding, fluorescence dequenching. 350,000 compounds, 0.2% hits;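 further: plate controls were vehicle for no effect and no enzyme for full effect; nearly all actives have a fitted effect of over 35% in size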
POLI inh: inhibitors of human DNA polymerase iota. Q9UNA4. Pol iota fluorescent replication assay, 10 min. 390,000 compounds, 1% hits. AID 588590. Potency, µM (titrated, usually from 115 µM), inactives show top-dose activity, negative = inhibition, usual class: inhibitors
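Pol iota at 10 nM preincubated 15 min with compounds at room temperature; reaction started with fluorescent substrate, 50 nM final. Fluorescence read kinetically at 0 and 10 min; buffer-only wells as negative control.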
Pol beta inh: DNA polymerase beta (human) inhibition; Pol beta primer extension/strand displacement, fluorescence kinetic; Potency, µM (top dose mostly 114 µM), for the others: at the highest dose activity change, negative = inhibition, usual class: inhibitors; 340,000 compounds, 1.3% hits; further: on the % scale 0 is the no-effect control and ±100 the full control effect
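Human Pol beta at 10 nM; strand-displacement substrate 50 nM final. Compound exposure 15 min at room temperature before start, reaction 10 min at room temperature.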
APE1 inh: blocks human APE1 abasic DNA cleavage; Potency, µM (top dose mostly 65.8 µM), for inactives: at the highest dose activity change, negative = inhibition, actives largely listed as inhibitors; P27695; AID 2517; recombinant APE1, TAMRA/BHQ-2 abasic DNA cleavage fluorescence; 350,000 compounds, 0.35% hits;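 further: plate controls were vehicle for no effect and reference inhibitor for full effect; nearly all actives have a fitted effect of over 55% in size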
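Compound pre-exposure to 0.75 nM APE1, 15 min at ambient temperature. Reaction initiated with 50 nM TAMRA/BHQ-2 THF substrate, read immediately in kinetic mode, 525 nm excitation, 598 nm emission.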
Pol eta inh: blocks human DNA polymerase eta activity. Q9Y253. recombinant Pol eta, fluorescent DNA replication assay. Potency, µM (highest dose often 114 µM), for the others: at the top dose activity change, negative = inhibition, most hits filed as inhibitors. 390,000 compounds, 1.2% hits; further: on the % scale 0 is the no-effect control and ±100 the full control effect
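Pol eta at 10 nM preincubated with compounds 15 min at room temperature; reaction started with fluorescent substrate (50 nM final) and read kinetically at 0 and 10 min.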
POLK inh: blocks human DNA polymerase kappa activity. 400,000 compounds, 0.53% hits. Q9UBT6. purified Pol kappa, fluorescent DNA synthesis assay, 10 min. Potency, µM (doses to about 107 µM), for the others: at the top dose activity, negative = inhibition, hits mostly inhibitors; further: on the % scale 0 is the no-effect control and ±100 the full control effect
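50 nM final substrate added after 15 min RT preincubation of 10 nM Pol kappa with compound; fluorescence read at 0 and 10 min.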
* hit, by the source's call; ? = inconclusive; nt = not tested or not shown; [ ] = dose if it differs, or a comment. The call rests on the fitted dose curve; in most records, active means well fitted curve in the direction sought with a large enough effect; inconclusive means small, poorly fitted or top-dose-only effect, or another doubt; inactive means no such curve, though single readings can be large; an effect the other way counts as inactive or inconclusive. Potency means the concentration at half of the fitted maximal effect. The list is partial; rates above refer to the full screens.

SMILES	Apoferritin bind	BAZ2B inh	G9a block	BLM inh	POLI inh	Pol beta inh	APE1 inh	Pol eta inh	POLK inh
Cc1cc(C)cc(N2CCN(C(=O)N3CCOCC3)CC2)c1	-6%	5%	?	-4%	1%	-13%	0%	10%	-4%
Cn1c(=O)c2c(nc(SCC(=O)N3CCOCC3)n2C)n(C)c1=O	6%	5%	-5%[59 µM]	0%	14%	11%	15%[12.4 µM]	-12%	10%
Cc1cn2c(=O)cc(COC(=O)c3ccc(NC(=O)COc4ccccc4F)cc3)nc2s1	5%	4%	-4%[12.7 µM]	-3%	-10%	-26%	nt	-18%	2%[60.1 µM]
O=[N+]([O-])c1ccc(Cl)c(S(=O)(=O)NC2=NCCC2)c1	nt	5%	-40%	nt	34%[activator]	nt	8%	-11%	4%
O=C(OCc1cc(=O)n2cc(Br)ccc2n1)c1ccc(Cl)c(S(=O)(=O)NCc2ccccc2)c1	-6%	4%	6%[59 µM]	-5%	-6%	-1%	2%	?	-5%
CCCCc1ccc(-n2nnnc2SCC(=O)Nc2cc(OC)c([N+](=O)[O-])cc2C)cc1	2%	-30%	15%[59 µM]	-5%	?	5%	1%	-15%	-2%
CCOC(=O)CCCN1C(=O)CCn2nc(-c3cn(C)c4ccccc34)cc21	?	-29%	4%[59 µM]	-4%	2%	-15%	nt	nt	-13%
CN(C(=O)c1cn2ccccc2n1)c1c(N)n(Cc2ccccc2)c(=O)[nH]c1=O	nt	?	6%[0.501 µM]	nt	17%	nt	8%	1%	-20%
CCC(=O)Nc1ccc2c(c1)nc1n2CCN(C2CCCCC2)C1	4%	?	?	-5%	108%[activator]	3%	11%	-20%	-3%
CCc1ccc(C(=O)NNC(=O)CC2OC(=O)c3ccccc32)cc1 (stereo not drawn)	nt	-2%	-3%	nt	76%[activator]	nt	30%	-12%	?
CCOc1ccc2c(c1)OC(c1ccccc1)(C(F)(F)F)NC2=O (stereo not drawn)	7%	11%	27%[59 µM]	1%	129%[activator]	4%	4%	-24%	-9%
CCc1cc2c(=O)n(Cc3ccco3)c(SCC(=O)N(C)C3CCS(=O)(=O)C3)nc2s1 (stereo not drawn)	-14%	-2%	?	-14%	?	20µM*	-6%	-10%	?
Cc1ccc(Nc2nc(CSc3nnc(-c4ccccc4C)n3C)cs2)cc1	-20%	?	32µM*	0%	14%	-22%[57.1 µM]	8%	-13%	-19%
Cc1cccc(Oc2ncnc3oc(-c4ccccc4)cc23)c1C	-2%	19%	-5%[59 µM]	-4%	5%	-9%	-1%	-4%	-23%
O=C(c1ccc(=O)n(Cc2ccccc2)n1)N1CCN(C/C=C/c2ccccc2)CC1	-13%	-12%	?	1%	3%	-5%	-1%	-3%	-20%
COc1cc(CC(=O)N(C)CC(=O)Nc2ccc(Cl)c(C(F)(F)F)c2)cc(OC)c1OC	-21%	3%	-10%	-3%	186%[activator]	25%	15%	-26%	2%
Nc1ccc(N2CCCCC2)c(Cl)c1	?	-26%	45µM*	-2%	31%[activator]	35%[activator]	-3%	-13%	-19%
Cc1cccc(OCC(=O)N(Cc2ccco2)C2CCS(=O)(=O)C2)c1C (stereo not drawn)	-10%	-2%	15%	-2%	2%	15%	8%	-5%	11%
COc1ccc(N2Cc3cccc(C(=O)Nc4ccc(C(C)C)cc4)c3C2=O)cc1	-6%	nt	2%[59 µM]	-16%	56µM*	11µM*	nt	nt	?
COc1ccc(NC(=S)NC(=O)Cc2ccccc2)cc1	?	-3%	7%[0.501 µM]	-8%	33%[activator]	1%	-9%	-18%	-4%
COc1ccc(-c2csc(NC(=O)CSCc3c(C)noc3C)n2)cc1OC	-2%	?	nt	-3%	-1%	1%	-13%	-12%	-34%
Cc1ccc(N2C(=O)C(Cl)=C(NCCO)C2=O)c(C)c1	-17%	-14%	3%[2.33 µM]	-2%	2%	-4%	10%	-5%	7%
CSCCC(NS(=O)(=O)c1ccccc1)C(=O)OCc1cc(=O)oc2cc(O)ccc12 (stereo not drawn)	nt	1%	-26%	nt	-8%	nt	-8%	-3%	-15%
COc1ccc(NC(=O)c2ccc3c(=O)n4nc(Nc5ccccc5C)sc4nc3c2)cc1	-4%	1%	-15%[59 µM]	-29%	-11%	4µM*	nt	?	-13%[60.1 µM]
Cn1c(CNc2ccc(Cl)cc2)nnc1SCc1ccccc1	-19%	-7%	-33%	0%	12%	21%	-10%	-3%	-5%
Following part
SMILES	Apoferritin bind	BAZ2B inh	G9a block	BLM inh	POLI inh	Pol beta inh	APE1 inh	Pol eta inh	POLK inh
O=C(c1ccccc1Cl)N1CCN(c2ccccn2)CC1	-5%	8%	0%[59 µM]	-1%	32%[activator]	3%	-2%	-7%	-13%
O=C(Cc1ccsc1)Nc1cc(F)ccc1F	?	2%	23%	-1%	86%[activator]	5%	8%	-22%	-9%
Cc1cc(C)n2cc(CSc3nnnn3-c3ccccc3C)nc2n1	-24%	-19%	-33%	-1%	1%	1%	-1%	-6%	3%
Nc1ccc(Cc2nc3cc4ccccc4cc3[nH]2)cc1	-13%	-36%	-22%[59 µM]	2%	33%[activator]	7%	-5%	-9%	-4%
COc1ccc(N2CCN(C(CNS(=O)(=O)c3cc(F)ccc3F)c3cccnc3)CC2)cc1 (stereo not drawn)	-22%	-38%	45µM*	-3%	43%[activator]	1%	-2%	-20%	-9%
CCOc1ccc(-n2c(=O)c3c4c(sc3n(CC(=O)NCC3CCCO3)c2=O)CCC4)cc1 (stereo not drawn)	0%	1%	-29%	-12%	13%	1%	8%	-6%	16%
COc1ccc(OC)c(NC(=S)NCc2ccc(S(N)(=O)=O)cc2)c1	-8%	6%	45µM*	-3%	-21%	13%	0%	-2%	-10%
CCOC(=O)Cc1csc(/N=C/c2c(O)n(-c3ccc(C)c(C)c3)c(=O)c3ccccc23)n1	7%	7%	-10%	0%	4%	-12%	0%	-16%	-7%
CCOc1cccc2sc(N(CCCN(C)C)C(=O)c3ccc(S(=O)(=O)N4CCc5ccccc5C4)cc3)nc12	-18%	-28%	nt	-2%	-8%	38%	7%	12%	-3%
Cc1cc(NS(=O)(=O)c2ccc(NC(=O)CSc3nnc(-c4ccco4)n3C)cc2)nc(C)n1	-1%	6%	?	5%	18%	44%	24%	-3%	-23%
CCc1cc2c(NC3CCCC3)ncnc2s1	-5%	-14%	7%	-4%	25%	-5%	4%	-9%	8%
Cc1cccc(-n2c(O)c(C=Nc3ccccc3-c3n[nH]c(=S)[nH]c3=O)c3ccccc3c2=O)n1	4%	-34%	40µM*	-3%	7%	-1%	1%	-11%	-8%
O=C1CCCN1CCCN1C(=O)N[C@@H](Cc2ccccc2)C1=O	-6%	5%	4%	-4%	29%	9%	-2%	-6%	-5%
COc1ccc(CNC(=O)c2cccc(NC(=O)N3CCSc4ncccc43)c2)cc1	-13%	-8%	?	1%	-8%	32%	nt	-11%	-4%
Cc1ccnc2nc(C(=O)OCC(=O)NCCc3ccccc3)nn12	-3%	-5%	25%[59 µM]	-13%	11%	15%	-3%	-10%	-9%
CC1=NN(C(N)=S)C(=O)C1N=Nc1ccc(O)cc1 (stereo not drawn)	-15%	-21%	?	-8%	?	?	-5%	-3%	-19%
O=C(CSc1ccccn1)Nc1nonc1[N+](=O)[O-]	-9%	-18%	nt	-2%	-5%	3%	-11%	-12%	-9%
CCOC(=O)c1cc(NC(=O)/C=C\C(=O)O)ccc1Cl	-14%	?	?	-7%	78%[activator]	0%	4%	-13%	6%
COc1ccc(CCNC(=O)c2coc3ccccc3c2=O)cc1	-1%	-32%	?	-2%	38%[activator]	-1%	-1%	3%	-7%
COc1ccc(CCNc2ncnc3nc[nH]c23)cc1OC	-1%	9%	-4%	-2%	14%	-4%	-3%	-8%	12%
N#C/C(=C(/O)CN1C(=O)c2ccccc2C1=O)c1nc2ccccc2[nH]1	?	-27%	13%	-2%	15%	-5%	7%	-12%	0%
CCC1(CC)C(=O)C(C)(C)C(=O)OC1c1cccs1 (stereo not drawn)	-19%	4%	-4%[59 µM]	-4%	5%	-10%	-2%	-4%	-18%
CCn1c(SCC(=O)NCCOc2ccccc2)nc2ccccc2c1=O	-14%	-5%	7%[59 µM]	4%	11%	19%	-5%	-14%	-1%
COc1ccc2oc(=O)cc(-c3cc4cccc(OC)c4o3)c2c1	-6%	-4%[57.1 µM]	9%	-1%	56%[activator]	?	11%	-8%	-13%
O=c1[nH]ncc(N/N=C\c2cccnc2)c1Cl	5%	-8%	-3%	0%	10%	37%	1%	-16%	13%
O=C1N2c3ccccc3CCc3cccc(c32)C1(O)C(F)(F)F (stereo not drawn)	-4%	-3%	2%[12.7 µM]	-4%	52%[activator]	0%	1%	?	-16%
Cc1ccccc1-c1ccc2ncnc(N(C)Cc3ccco3)c2c1	nt	nt	-37%[0.501 µM]	-12%	nt	nt	-2%	nt	-12%[60.1 µM]
O=C(c1cccs1)c1coc2ccc(O)cc12	?	8%	-1%	-4%	28%	-14%	10%	-14%	-18%

Full records from above. Order of values: Apoferritin bind, BAZ2B inh, G9a block, BLM inh, POLI inh, Pol beta inh, APE1 inh, Pol eta inh, POLK inh
CCOC(=O)c1cc(NC(=O)/C=C\C(=O)O)ccc1Cl as listed: -14%, ?, ?, -7%, 78%[activator], 0%, 4%, -13%, 6%
COc1ccc(CNC(=O)c2cccc(NC(=O)N3CCSc4ncccc43)c2)cc1 as listed: -13%, -8%, ?, 1%, -8%, 32%, nt, -11%, -4%
Cc1ccccc1-c1ccc2ncnc(N(C)Cc3ccco3)c2c1 as listed: nt, nt, -37%[0.501 µM], -12%, nt, nt, -2%, nt, -12%[60.1 µM]
COc1ccc2oc(=O)cc(-c3cc4cccc(OC)c4o3)c2c1 as listed: -6%, -4%[57.1 µM], 9%, -1%, 56%[activator], ?, 11%, -8%, -13%
N#C/C(=C(/O)CN1C(=O)c2ccccc2C1=O)c1nc2ccccc2[nH]1 as listed: ?, -27%, 13%, -2%, 15%, -5%, 7%, -12%, 0%
